Rv3671c inh = Rv3671c (M. tuberculosis) protease inhibition; P9WHR9; inhibition, % at 5.96 µM; 320,000 compounds, 0.048% hits; in the data active = inhibition above about 38%;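 also: extracellular domain of Rv3671c used as enzyme; 0% = enzyme with DMSO and 100% = no enzyme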
BioA inh = blocks M. tuberculosis BioA enzyme activity; purified M. tuberculosis BioA enzyme, plate reader; inhibition, % at 9.99 µM; 360,000 compounds, 0.096% hits; AID 602481; in the data active = inhibition above about 40%; inconclusive = no clear call, values can overlap the other calls
BoNT-F LC inh = inhibitors of Botulinum neurotoxin F light chain protease. Multiplex microsphere protease cleavage assay, flow cytometry. inhibition, % at 10 µM. 360,000 compounds, 0.22% hits. AID 588497; in the data active = inhibition above about 35%, passing the limit was not always enough; inconclusive = no clear call, values can overlap the other calls; also: plate controls were buffer without enzyme for full effect and enzyme alone for no effect
GDH-TPI inh = counter-screen for M. tuberculosis FBA inhibitors: GDH-TPI coupled enzymes; inhibition, % at 4.8 µM; GDH-TPI coupled enzyme counterscreen, NADH absorbance; 360,000 compounds, 1.2% hits; in the data active = inhibition above about 30%;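 also: 0% = DMSO wells and 100% = wells lacking the enzyme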
Mtb UGM inh = inhibitors of M. tuberculosis UDP-galactopyranose mutase | purified UGM, fluorescence polarization probe displacement | inhibition, % at 10 µM | 320,000 compounds, 0.06% hits | AID 504406; in the data active = inhibition above about 10%, passing the limit was not always enough; inconclusive = no clear call, values can overlap the other calls
Target sequence (P9WIQ1 whole entry, looked up): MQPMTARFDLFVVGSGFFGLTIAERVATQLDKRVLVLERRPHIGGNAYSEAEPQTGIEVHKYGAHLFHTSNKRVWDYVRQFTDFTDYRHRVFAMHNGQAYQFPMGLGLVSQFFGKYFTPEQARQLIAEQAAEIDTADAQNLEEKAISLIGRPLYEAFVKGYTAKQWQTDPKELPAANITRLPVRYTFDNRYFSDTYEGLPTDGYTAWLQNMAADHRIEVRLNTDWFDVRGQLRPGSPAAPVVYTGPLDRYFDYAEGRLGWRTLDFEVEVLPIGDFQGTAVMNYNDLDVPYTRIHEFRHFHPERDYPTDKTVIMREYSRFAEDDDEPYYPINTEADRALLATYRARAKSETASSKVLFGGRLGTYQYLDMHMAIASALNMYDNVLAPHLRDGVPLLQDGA
FadD28 binding = M. tuberculosis FadD28 bisubstrate binding inhibition; FadD28 bisubstrate probe binding, fluorescence polarization; inhibition, % at 12.5 µM; 360,000 compounds, 0.22% hits; in the data active = inhibition above about 8.5%, passing the limit was not always enough; inconclusive = no clear call, values can overlap the other calls
MazEF act = activators of E. coli MazEF toxin-antitoxin RNase; P0AE70; FAM/BHQ RNA-DNA oligo cleavage fluorescence, 5 h; activation, % at 20 µM; 350,000 compounds, 0.32% hits; in the data active = activation above about 50%
Target sequence (P0AE70 whole entry, looked up): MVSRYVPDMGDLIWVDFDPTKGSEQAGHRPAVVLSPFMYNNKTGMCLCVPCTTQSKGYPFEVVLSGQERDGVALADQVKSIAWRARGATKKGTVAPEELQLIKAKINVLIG
Mtb FBA inh = inhibitors of M. tuberculosis fructose-bisphosphate aldolase | purified M. tuberculosis FBA, fluorescence read-out | 360,000 compounds, 2.3% hits | AID 588726 | inhibition, % at 1 µM; in the data active = inhibition above about 27%;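 also: 0% = vehicle and 100% = reference inhibitor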
Target sequence (P9WQA3 whole entry, looked up): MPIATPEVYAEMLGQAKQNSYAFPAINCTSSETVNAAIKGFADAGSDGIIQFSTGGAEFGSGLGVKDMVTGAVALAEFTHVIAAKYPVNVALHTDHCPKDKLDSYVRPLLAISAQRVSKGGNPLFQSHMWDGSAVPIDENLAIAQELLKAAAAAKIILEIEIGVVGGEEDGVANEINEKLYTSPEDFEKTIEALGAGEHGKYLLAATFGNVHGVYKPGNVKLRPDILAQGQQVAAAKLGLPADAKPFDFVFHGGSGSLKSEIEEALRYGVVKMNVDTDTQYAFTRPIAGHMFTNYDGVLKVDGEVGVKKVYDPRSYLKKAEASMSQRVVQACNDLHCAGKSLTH
PrPC surface inh = cell surface PrPC inhibition, primary TR-FRET screen | inhibition, % at 13.8 µM | TR-FRET read-out | 370,000 compounds, 0.43% hits | AID 720596; in the data active = inhibition above about 24%; also: 0% = median of the test wells and 100% = reference compound wells
* marks the source's active call; other numbers are inactive results; u = inconclusive; x = no result given; + = active, no number; & = joins results of further samples.

#	Molecule	Rv3671c inh	BioA inh	BoNT-F LC inh	GDH-TPI inh	Mtb UGM inh
1	COc1ccc(/C=N/N2CCN(C)CC2)c(OC)c1OC	5	x	4	2	-1.5
2	COc1cccc(CNC(=O)c2cc(C3CC3)nc3c2cnn3C(C)C)c1	-4	-1.4	6	4	-1.4
3	CCCCOc1ccc(C(=O)N/C(=C\c2cccc([N+](=O)[O-])c2)C(=O)OCCC)cc1	4	x	-5	2	3.7
4	O=C(Nc1ccccc1)c1cccc(S(=O)(=O)N2CCCCC2)c1	-6	1.3	-1	0	-3.6
5	Oc1[nH]c2ccccc2c1C1=NCCCC1	-4	0.1	4	27	-1.5
6	Cc1ccc(NC(=O)/C(C#N)=C/c2cn(CC(=O)NCc3ccco3)c3ccccc23)cc1C	-173	-3.6	-2	1	4.1
7	Cc1ccc(S(=O)(=O)N2C[C@H]3C(=O)C[C@@H]4C(=O)N(c5ccccc5)C(=O)[C@@H]4[C@@H]3C[C@@H]2c2ccccc2)cc1	x	-0.2	-2	x	x
8	CC(=O)/C(C[N+]1(C)CCCCC1)=N\O	-4	-1.0	-1	10	-1.3
9	S=C(NC1CCCCC1)NC1CC2CCC(C1)N2Cc1ccccc1 (stereo unspecified)	3	x	-10	7	-2.6
10	CC(C)(C)c1nc2sc3c(c2c(=O)o1)CCCC3	6	-3.7	-15	9	3.1
11	CC(Oc1ccccc1)C(=O)N1CCN(S(=O)(=O)c2ccc(OC(F)(F)F)cc2)CC1 (stereo unspecified)	x	1.0	9	12	x
12	O=[N+]([O-])c1cccc(S(=O)(=O)Nc2ccc(-c3ccc(N4CCCC4)nn3)cc2)c1	17	-0.3	-2	7	-1.2
13	COc1ccc(-c2csc(C(O)c3ccc(F)cc3)n2)cn1 (stereo unspecified)	x	1.2	1	1	x
14	COc1ccc(CNC(=S)NCc2ccc(OC)cc2)cc1	3	x	-9	6	-1.6
15	C=C(C)CNC(=S)N1CCN(C(c2ccccc2)c2ccccc2)CC1	4	-1.1	1	-8	-0.3

#	FadD28 binding	MazEF act	Mtb FBA inh	PrPC surface inh
1	-1.7	8	-3	-10
2	-5.3	-1	10	0
3	-3.1	-3	-1	1
4	0.5	6	4	13
5	0.4	-2	0	4
6	-4.8	-63	-1	-4
7	-4.5	x	3	6
8	0.0	-1	-4	3
9	-4.0	16	4	-2
10	-0.4	-3	4	-4
11	0.7	-4	5	-7
12	-3.8	-1	-2	-12
13	-1.4	x	2	5
14	-1.4	5	4	-1
15	-0.4	2	-2	-4

Other entries
#	Molecule	Rv3671c inh	BioA inh	BoNT-F LC inh	GDH-TPI inh	Mtb UGM inh
16	O=C(NCc1ccncc1)C(=O)NCC1OCCN1S(=O)(=O)c1ccc(Br)cc1 (stereo unspecified)	10	-4.7	-5	3	-2.5
17	COc1cc(C(=O)NC(=S)Nc2ccc([N+](=O)[O-])cc2C)cc(OC)c1OC	2	0.2	1	16	2.1
18	COc1ccc(S(=O)(=O)Cc2ccc(C(=O)NC3CCC(C)CC3)o2)cc1 (stereo unspecified)	-6	4.4	2	-3	-1.0
19	CC(C)N1C(=O)CCC1C(=O)NCc1ccco1 (stereo unspecified)	-8	x	1	10	-2.4
20	O=C(Cn1c(=O)n(CC2CS2)c2ccccc21)N1CCCCCC1 (stereo unspecified)	3	x	-12	-8	-0.2
21	CN1CN(C)C(c2ccncc2)=C1c1ccncc1	4	-0.3	-9	0	-3.7
22	O=C(COc1ccccc1Cl)NC(=S)Nc1cccc(NC(=O)c2ccccc2Cl)c1	-134	-1.1	-10	8	-1.5
23	OCCN(Cc1ccccc1)c1ncnc2sccc12	-7	4.0	0	-1	5.1
24	Cc1ccc(C)c(S(=O)(=O)N2CCCC2CNC(=O)C(=O)NCCN2CCOCC2)c1 (stereo unspecified)	4	2.3	u	3	2.2
25	COc1ccc(-c2csc(C(O)c3ccc(F)c(OC)c3)n2)cn1 (stereo unspecified)	x	4.2	-7	-4	x
26	CCOc1ccc(OCc2ccc(C(=O)N3CCOCC3)cc2)cc1	8	-1.1	10	-7	1.8
27	COc1ccc(CNC(=O)C[C@@H]2C[C@H]3c4cc(NC(=O)C5CCC5)ccc4O[C@H]3[C@@H](CO)O2)cc1	x	-0.9	0	-15	x
28	COc1ccccc1S(=O)(=O)c1ccccc1[N+](=O)[O-]	7	-1.5	5	-2	1.6
29	COc1ccc(/C=C/C(=O)OCC(=O)Nc2cc(C(F)(F)F)ccc2Cl)cc1	1	x	1	2	1.1
30	c1cnc(N2CCN(Cc3ccc4c(c3)OCO4)CC2)cn1	7	x	-8	4	1.2

#	FadD28 binding	MazEF act	Mtb FBA inh	PrPC surface inh
16	-2.9	5	1	3
17	-1.9	4	-2	3
18	-4.5	-3	1	3
19	-0.6	2	1	7
20	-2.1	1	4	-7
21	0.7	0	2	-9
22	1.4	-8	-4	0
23	-2.4	1	5	15
24	-0.3	4	-2	4
25	-3.3	x	-2	1
26	-3.7	-17	-1	0
27	-0.7	3	-2	-3
28	1.0	17	1	1
29	-1.7	-25	2	-2
30	-2.9	5	3	3

Single records, as listed above.
Results for COc1ccc(/C=C/C(=O)OCC(=O)Nc2cc(C(F)(F)F)ccc2Cl)cc1 → Rv3671c inh = 1; BioA inh = x; BoNT-F LC inh = 1; GDH-TPI inh = 2; Mtb UGM inh = 1.1; FadD28 binding = -1.7; MazEF act = -25; Mtb FBA inh = 2; PrPC surface inh = -2
Results for Cc1ccc(C)c(S(=O)(=O)N2CCCC2CNC(=O)C(=O)NCCN2CCOCC2)c1 (stereo unspecified) → Rv3671c inh = 4; BioA inh = 2.3; BoNT-F LC inh = u; GDH-TPI inh = 3; Mtb UGM inh = 2.2; FadD28 binding = -0.3; MazEF act = 4; Mtb FBA inh = -2; PrPC surface inh = 4

More entries
#	Molecule	Rv3671c inh	BioA inh	BoNT-F LC inh	GDH-TPI inh	Mtb UGM inh
31	CCNC(=O)Nc1ccc2c(c1)c(=O)n(C)n2Cc1ccc(Cl)cc1	x	14	-1	11	x
32	CC(C)CCC(CC(C)O)c1n[nH]c(=S)n1-c1ccccc1 (stereo unspecified)	-16	x	1	10	-2.4
33	COc1ccc(-c2cc(=O)oc3cc(OC(C)C(=O)NCC4CCC(C(=O)O)CC4)ccc23)cc1 (stereo unspecified)	-4	2.0	-14	16	-0.7
34	CC(C)NC(=O)Cn1nc(C(F)(F)F)c2c1CCC2	2	-3.7	3	9	0.5
35	O=[N+]([O-])c1ccc(N2CCN(CCO)CC2)cc1NCc1ccco1	-8	x	-7	0	1.9
36	Cc1cccc(N(Cc2ccccc2)C(=O)c2cc(S(=O)(=O)N3CCOCC3)ccc2Cl)c1	-9	x	1	-11	1.6
37	CCCCn1c(=N)n(CC(=O)C(C)(C)C)c2ccccc21	6	-0.5	-4	-3	6.1
38	CCN(Cc1ccccc1)c1ccc(/C=C(\C#N)c2ccccn2)cc1	1	-1.5	12	3	0.4
39	C(=N\N1CCN(Cc2cccc3ccccc23)CC1)/c1cccs1	4	-3.0	-2	11	1.4
40	CC(=O)Nc1ccc(NC(=O)C(=O)N/N=C/c2cccnc2)cc1	2	-1.2	4	0	0.4
41	Cc1ccc(NC(=O)NNc2cccc(Cl)n2)cc1	5	x	24	-5	0.9
42	O=C(C1CCN(Cc2ccc(Cl)cc2)CC1)N1CCN(C(c2ccccc2)c2ccccc2)CC1	9	x	4	5	0.4
43	C=CCn1c(COc2ccc(F)cc2)nnc1SCC(=O)Nc1cccc(S(N)(=O)=O)c1	-10	5.6	-3	-1	-0.4
44	Cc1ccc(-c2noc(CSc3nc(N)cc(N)n3)n2)cc1	-12	x	-9	6	0.3
45	COc1cccc(C(=O)NNC(=O)C(=O)Nc2ccc(OC)cc2OC)c1	-8	-0.4	7	6	0.6

#	FadD28 binding	MazEF act	Mtb FBA inh	PrPC surface inh
31	0.2	x	+	5
32	-2.6	-2	0	-2
33	-1.3	-3	8	-20
34	1.3	3	7	-1
35	-7.0	-4	-15	-26
36	-3.8	4	1	2
37	-0.1	0	1	-2
38	-0.8	-54	-2	2
39	-0.1	5	3	-2
40	0.0	-2	1	3
41	-3.4	-4	-2	6
42	-3.8	-2	2	-16
43	-6.0	6	0	-6
44	-1.6	3	0	8
45	-2.0	3	0	-11

Other results follow:
#	Molecule	Rv3671c inh	BioA inh	BoNT-F LC inh	GDH-TPI inh	Mtb UGM inh
46	Cc1cc(NC(=O)C2C3C(=O)N(c4cccnc4)C(C(=O)NC(C)(C)C)C34C=CC2(C)O4)no1 (stereo unspecified)	2	0.5	1	2	-0.6
47	CC(C)c1ccc(O)c(=O)cc1	x	0.0	-23	14	x
48	Cc1ccc(N(C(=O)Cn2nnc(-c3cccs3)n2)C(C(=O)NC2CCCC2)c2ccncc2)cc1 (stereo unspecified)	-2	-1.4	-3	7	1.1
49	CC(=O)OCCc1c2ccccc2c(CCCN(C)C)c2ccccc12	-5	x	-4	15	2.2
50	C[C@H](CO)N1C[C@H](C)[C@H](CN(C)Cc2ccccc2)Oc2ccc(NC(=O)Nc3ccc(F)cc3)cc2C1=O	-4	0.1&0.8	-2	-6	2.6
51	CCN(CC(=O)Nc1cccc(S(=O)(=O)N(C)c2ccccc2)c1)Cc1ccccc1	-20	-0.3	-6	-3	0.2
52	Cc1ccc(-n2nc(C)c3c2OC(N)=C(C#N)C3c2ccccc2F)cc1 (stereo unspecified)	-14	-1.0	1	2	0.2
53	O=C(Nc1c2c(nn1-c1ccccc1)CS(=O)(=O)C2)c1cccs1	-2	0.2	-6	8	-2.8
54	Nn1c(SCC(=O)Nc2ccccc2F)nc2ccccc2c1=O	4	x	-2	12	0.1
55	Cc1ccc2nc(-c3ccc(SCC(=O)Nc4ccc5c(c4)OCCO5)nc3)[nH]c2c1	-38	x	1	16	-0.5
56	Cn1c(=O)c(C(=O)CSc2nncs2)c(N)n(Cc2ccccc2)c1=O	1	x	-1	-1	0.2
57	COc1ccc(CNC(=O)N[C@@H](CC(C)C)C(=O)O)cc1OC	11	x	-15	-1	-0.3
58	O=c1nc2n(c3ncccc13)CCCCC2	0	-0.2	0	1	-1.7
59	CN(C)/C=C1/NC(=S)NC1=O	-2	x	-4	30	-0.7

#	FadD28 binding	MazEF act	Mtb FBA inh	PrPC surface inh
46	-2.5	10	5	4
47	-2.0	x	0	0
48	2.0	-11	2	4
49	-3.1	-14	23	-4
50	-9.4	6	3	-4
51	-2.9	-2	-2	6
52	-0.2	-9	-3	-5
53	-0.8	8	0	1
54	-0.4	14	2	14
55	-9.7	-6	9	-17
56	-1.9	-13	-1	66*
57	0.6	11	6	0
58	-0.7	8	-3	0
59	-1.6	13	2	0
